DENV2 CPE rescue: inhibitors of DENV2 cytopathic effect, primary screen, cell-based, plate reader, single concentration; DENV2-infected cells, cytopathic effect rescue; actives 1.7% (n = 350,000); CPE inhibition, % at 9.99 µM; in the data active means CPE inhibition above about 20%, passing the limit was not always enough; inconclusive means no clear call, values can overlap the other calls; tested in BHK-21 cells;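 further: 0% = median of neutral control wells and 100% = median of positive control wells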
ERp5 block: inhibitors of ERp5-driven insulin aggregation, primary screen, biochemical, turbidity, absorbance 650 nm, single point. AID 651711, 2012. actives 0.05% (n = 350,000). inhibition, % at 9.99 µM. 90 min;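 active means mean replicate inhibition above about 25%, with every replicate also reaching it, limit read from the data, passing the limit was not always enough; inconclusive means only one of those two criteria met; inactive means neither criterion met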
Target sequence (Q15084 whole entry, looked up): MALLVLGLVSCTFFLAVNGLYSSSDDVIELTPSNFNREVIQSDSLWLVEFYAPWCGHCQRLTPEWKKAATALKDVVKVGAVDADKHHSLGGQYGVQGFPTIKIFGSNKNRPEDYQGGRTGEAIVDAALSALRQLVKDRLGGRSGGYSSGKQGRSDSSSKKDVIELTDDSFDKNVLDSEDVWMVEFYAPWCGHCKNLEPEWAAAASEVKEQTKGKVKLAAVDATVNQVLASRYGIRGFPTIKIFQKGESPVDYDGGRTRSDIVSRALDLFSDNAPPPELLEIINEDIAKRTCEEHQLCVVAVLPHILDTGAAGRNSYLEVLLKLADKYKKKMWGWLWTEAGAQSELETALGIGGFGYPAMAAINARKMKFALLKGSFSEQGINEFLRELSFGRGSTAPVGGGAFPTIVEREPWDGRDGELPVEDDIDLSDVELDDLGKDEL
EWS-Fli block: EWS/Fli-driven NR0B1 reporter inhibitors, primary screen, A673 cells, NR0B1 luciferase, luminescence, MLPCN library; viability-normalised; inhibition, % at 12.6 µM; actives 0.67% (n = 350,000);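 active means mean inhibition of at least 50% after viability correction, with every replicate also passing that limit; inconclusive means mean reaches 50% but only one of two replicates passes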;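 further: firefly luciferase signal divided by Alamar Blue viability fluorescence both relative to DMSO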
ARNT-TACC3 inh: disruptors of ARNT/TACC3 protein interaction, primary screen, biochemical, AlphaScreen, single concentration. Transforming acidic coiled-coil-containing protein 3 (Homo sapiens), Q9Y6A5. AlphaScreen His-ARNT PAS-B/GST-TACC3 binding, luminescence; TACC3 fragment carries E629A point mutation. inhibition, % at 9.99 µM. actives 0.66% (n = 390,000);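 active means mean inhibition of replicates at least 50% and at least half of replicates each reaching 50%; inconclusive means half or more replicates reach 50% but mean below 50%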;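 further: 0% = complete ARNT plus TACC3 wells and 100% = ARNT alone without TACC3; many hits fall short of the cut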
F508del corr: F508del CFTR correction, initial screen, CFBE line, single point; activity (quench increase), % at 7.58 µM; AID 720511, 2013; actives 0.36% (n = 350,000); CFBE cells, YFP halide quenching; stimulated with forskolin plus potentiator P3; % fluorescence drop versus neutral controls;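 active means mean added fluorescence quench of at least 8% versus neutral control, with both replicates also reaching 8%; inconclusive means only one of the mean or replicate conditions met; inactive means mean below 8% and not both replicates reaching 8%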;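 further: cells transiently co-express mutant CFTR-F508del with the halide-sensitive YFP; corrector assay measuring rescue of mutant channel to the surface after 24 h compound exposure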
INS-1E GSIS act: GLuc luminescence reporter in INS-1E cells, primary screen for activators of glucose-dependent secretion of insulin; AID 743287, 2014; actives 0.61% (n = 370,000); activation, % at 16.6 µM; INS-1E GLuc reporter insulin secretion, 2-3 h;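 active means lowest replicate activation of at least 40%, so every replicate reaches that level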;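 further: 0% = median of neutral control wells and 100% = median of IBMX positive control wells; some compounds called inactive have numbers as strong as hits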
PAX8 reporter: inhibitors of PAX8-driven TPO luciferase reporter, primary screen, RMG-I cells, single concentration; actives 1.2% (n = 360,000); AID 652154, 2013; SteadyGlo, 24 h; inhibition, % at 12.6 µM;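 active means mean replicate inhibition at least 60% with every replicate also reaching 60%; inconclusive means only one of the two criteria is met; inactive means mean below 60% and not all replicates reaching 60%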;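 further: luciferase light reporting Pax8 driven TPO promoter activity; plate controls were median of neutral control wells for no effect and mitoxantrone controls for full effect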
XiGFP reactiv: activators of inactive X chromosome reactivation, primary screen, imaging, XiGFP fibroblasts, GFP high-content imaging, set 2 | XiGFP mouse fibroblasts, % GFP-positive cells imaging, 3 d; cells co-treated with 5-aza-dC sensitizer; scaled so ellipticine positive control = 100% | activation, % at 7.58 µM | actives 0.055% (n = 360,000);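 active means mean normalized replicate activation at least 10% and every replicate at or above 10%; inconclusive means only one of the two criteria met; inactive means mean below 10% and not all replicates reach 10%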;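 further: 0% = median of on-plate neutral control wells and 100% = ellipticine 6 µM median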
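System: 68-5-11 XiGFP fibroblast line; Timing: 3 days compound exposure; Compound dosing: one concentration, pinned; Benchmarks: positive control ellipticine, 6 µM final; Buffer or medium: DMEM containing 5-aza-dC.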
* hit, by the source's call; ? = inconclusive; / = no result given; & = joins results of further samples.

SMILES	DENV2 CPE rescue	ERp5 block	EWS-Fli block	ARNT-TACC3 inh	F508del corr	INS-1E GSIS act	PAX8 reporter	XiGFP reactiv
CC(C)(C)c1ccc(S(=O)(=O)N(CCCN2CCOCC2)Cc2cccs2)cc1	4	2	23	3	0.0	-16	22	-0.1
O=C(COC(=O)C1CCC1)Nc1ncc(Cl)cc1Cl	9	2	8	-2	-2.2	10	6	-0.1
COCCCNC(=S)NCCCNc1nc2cc(C)cc(C)c2cc1C#N	-2	-4	4	21	0.5	12	11	0.1
CC(C)CC#Cc1cnc2c(c1)C(=O)N([C@@H](C)CO)C[C@H](C)[C@@H](CN(C)C(=O)c1cccc(F)c1)O2	-1	1	3	-6	-2.4	-5	12	0.4
COC(=O)c1c(C(=O)OC)c(-c2cccc(Cl)c2)n2c1CS(=O)(=O)C2	11	-1	-7	1	2.3	16	0	0.0
O=C1CN(S(=O)(=O)c2ccc(F)cc2)c2ccccc2N1	-1	4	-7	38	-1.1	-4	-4	0.0
COc1ccc(NC(=O)Nc2ccc3c(c2)C(=O)N([C@H](C)CO)C[C@H](C)[C@@H](CN(C)C(=O)Nc2ccc(OC)cc2)O3)cc1	9&3	0&-2	-12&-4	-1	-1.1&4.9	-3&25	-38&4	0.4&0.1
CC1(C)CC(NC(=O)c2ccncc2)CC(C)(C)N1O	-2	-1	2	1	-3.7	-4	-1	0.0
COc1ccc(CN(C)C[C@@H]2OCCCC[C@H](C)Oc3ccc(NC(=O)Nc4ccc(C(F)(F)F)cc4)cc3C(=O)N([C@H](C)CO)C[C@@H]2C)cc1	-4	1	71*	9	-0.4	-10	108*	0.0
C/C(=N\NC(=O)c1cccc(S(=O)(=O)N2CCCC2)c1)c1cccs1	-4	-4	-19	4	0.0	-23	-36	0.1
CCOCCCNC(=O)CCC(=O)NNc1nc2ccccc2c2nc(C)nn12	-5	-2	-1	-10	1.9	-4	18	0.3
COCC#Cc1ccc2c(c1)O[C@H](CN(C)Cc1ccc3c(c1)OCO3)[C@@H](C)CN([C@@H](C)CO)S2(=O)=O	-2	1	8	15	-3.7	11	47	0.1
Cc1ccc(-c2cnc3c(c2)C(=O)N([C@@H](C)CO)C[C@H](C)[C@H](CN(C)CC2CCOCC2)O3)cc1	1	8	-10	-1	2.2	18	/	-0.3
CCc1ccc(NC(=O)CC2S/C(=N/N=C3CCCCCC3)NC2=O)cc1 (stereo not drawn)	-1	-1	0	/	0.7	-11	2	-0.1
OC[C@H]1[C@@H](c2ccccc2)[C@@H](CNCC2CCC2)N1CC1CC1	3	-3	3	2	0.8	7	1	0.0
N=c1c2c(ncn1Cc1ccco1)Oc1cc(O)ccc1C2c1ccccc1 (stereo not drawn)	2	-3	9	2	0.0	20	-1	0.0
C=CCn1c(SCC(=O)Nc2cc(C)on2)nc2c([nH]c3ccccc32)c1=O	-1	-14	10	-5	0.9	14	18	0.0
CCOc1ccc(C(C)=O)cc1COC(=O)c1cnc(Cl)c(Cl)c1	12	-4	-1	-5	-0.9	-4	-4	0.0
Cc1ccc(CNC(=O)Nc2ccc(Cl)cc2)cc1	10	-11	/	-4	-6.4	26	-91	0.2
O=C(NCc1ccccn1)C(=O)N/N=C/c1ccc2c(c1)OCO2	/	-4	-2	-8	0.9	-5	-19	0.1
O=C(NC1CCSc2ccccc21)c1cc(S(=O)(=O)N2CCOCC2)ccc1F (stereo not drawn)	-6	2	/	-1	0.2	-15	-1	0.0
CCNC(=O)C[C@@H]1C=C[C@H](NS(=O)(=O)c2ccc(C)cc2)[C@H](CO)O1	16	-2	-3	-14	0.1	4	-3	-0.7
CC1CC(C)CN(C(=O)CSc2nnc(-c3ccc(Cl)cc3)o2)C1 (stereo not drawn)	0	0	-1	/	-0.7	13	-5	0.3
COc1ccc(C(=O)C[n+]2cccc(C(N)=O)c2)cc1	2	-1	9	-7	1.9	/	11	0.1
Cc1n[nH]c(=O)c2c(NC(=O)CSc3nncn3C(C)C)oc(C)c12	6	7	6	-3	0.5	5	-23	0.2

Next part:
SMILES	DENV2 CPE rescue	ERp5 block	EWS-Fli block	ARNT-TACC3 inh	F508del corr	INS-1E GSIS act	PAX8 reporter	XiGFP reactiv
C[C@H](CO)N1C[C@H](C)[C@H](CN(C)C(=O)Nc2ccc(C(F)(F)F)cc2)Oc2c(NC(=O)C3CCCCC3)cccc2C1=O	-3	-1	3	1	2.1	8	8	0.0
Cc1cc(C(=O)N/N=C/c2cccc([N+](=O)[O-])c2)c2ccccc2n1	0	0	-15	0	-0.3	-2	42	0.0
COC(=O)C[C@H]1CC[C@H]2[C@@H](COC[C@H](O)CN2S(=O)(=O)c2ccc(F)cc2)O1	/	3	-9	-12	0.1	12	-3	0.0
CS(=O)(=O)N1[C@@H]2c3ccc(C4=CCCCC4)c(=O)n3C[C@H]1[C@H](CO)[C@H]2C(=O)N1CCCCC1	2	2	-1	-10	0.3	-5	/	0.1
COc1cc(C)ccc1S(=O)(=O)n1nc(C)cc1C	0	0	0	-6	2.4	24	0	0.0
Cc1ccc(NC(=O)CSc2nccn(-c3ccc4c(c3)OCCO4)c2=O)cc1	-7	10	-14	-2	0.1	-19	-4	-0.1
COc1ccc(F)cc1-c1cc(C(=O)NCc2cc(C(F)(F)F)cc(C(F)(F)F)c2)[nH]n1	?	0	4	/	-0.5	-7	17	0.0
N/C(Cc1ccc([N+](=O)[O-])cc1)=N\OC(=O)c1ccc(Br)o1	6	-5	-9	-11	/	-33	9	-0.1
O=C(Nc1ccccc1O)N1c2ccccc2Sc2ccccc21	3	0	8	-24	0.6	-12	-25	0.0
COc1cc(NC(=O)CN2C(=O)C(c3ccccc3)=NC23CCCCCC3)cc(OC)c1	/	/	/	-7	/	-16	-6	-0.3
O=[N+]([O-])c1ccc(Nc2nc(Cl)nc(NCCO)n2)cc1	3	-4	26	32	0.0	22	13	-0.3
Cc1ccccc1-c1ccc([C@@H]2[C@@H](CO)N3CCCCN(C(=O)Nc4ccc(F)cc4)C[C@@H]23)cc1	-9	-1	1	-2	2.5	-40	26	0.2
CC(=O)N[C@@H]1CC[C@@H](CCNC(=O)Nc2ccc(C(F)(F)F)cc2)O[C@@H]1CO	-5	0	-8	-19	0.6	-31	9	0.2
COc1cc(SC)ccc1C(=O)OCC(=O)N1CCN(C(C)=O)CC1	1	13	-4	-5	-2.9	13	/	0.0
Cc1cccc(NC(=O)CSc2nc(=O)n3ccccc3n2)c1C	-7	-2	-6	-1	-1.0	5	-6	-0.1
Cc1c(NS(=O)(=O)c2cc(C(=O)NCCN(C)C)ccc2Cl)c(=O)n(-c2ccccc2)n1C	4	2	-1	-3	2.7	4	9	0.1
CCOc1ccc(S(=O)(=O)NCCC(=O)NNC(=O)c2ccc(F)cc2)cc1	-6	4	-16	/	4.7	/	2	-0.2
NC(=O)NC(=O)COC(=O)CCSc1ccccc1	0	-5	-3	-6	0.4	1	11	0.0
O=C(N/N=C/C=C\c1cccc([N+](=O)[O-])c1)c1cccnc1	0	2	11	-7	-3.8	-12	0	-0.1
O=C(Nc1c[nH]c(=O)[nH]c1=O)OCc1ccccc1	1	-3	-3	14	2.3	-3	-7	-0.1
C[C@H](CO)N1C[C@H](C)[C@@H](CN(C)Cc2ccncc2)Oc2ccc(NC(=O)C3CCCCC3)cc2CC1=O	2	6	8	3	5.0	3	/	0.0
COc1ccc(-c2csc3ncnc(N4CCN(S(=O)(=O)c5cccs5)CC4)c23)cc1	2	1	11	-2	-0.3	25	/	0.3
Cc1ccc(C(=O)N(Cc2ccccc2)C(C)(C)C)cc1C	/	/	/	-16	/	-11	7	-0.1
CC1(C)CC(=O)C(C2(O)C(=O)Nc3ccccc32)CO1 (stereo not drawn)	0	-7	32	5	0.7	6	7	0.0
COCCCNC(=O)c1nc2ccccc2c(=O)n1NC(=O)Nc1c(Cl)cccc1Cl	-2	2	-1	11	-0.9	-19	-1	0.0

(list continues)
SMILES	DENV2 CPE rescue	ERp5 block	EWS-Fli block	ARNT-TACC3 inh	F508del corr	INS-1E GSIS act	PAX8 reporter	XiGFP reactiv
O=C(CCc1ccccc1)NNC(=O)c1ccc(Cl)cc1	-2	0	18	3	-1.7	0	4	0.1
COC(=O)Nc1ccc(S(=O)(=O)N2CCCC(C(=O)N3CCOCC3)C2)cc1 (stereo not drawn)	2	3	-3	-3	0.7	-6	-5	-0.2
O=C(COC(=O)Cc1c(F)cccc1Cl)NCCC1=CCCCC1	/	/	/	-8	/	-21	-14	0.4
O=C(C1CC1)N1C[C@H]2[C@@H](c3ccccc31)[C@H](CO)N2C(=O)c1ccccc1	-1	-3	0	4	0.1	-5	8	-0.1
CC1CCc2[nH]c3ccc(C(=O)N(C)CC(=O)Nc4ccccc4Br)cc3c2C1 (stereo not drawn)	?	-4	-11	6	0.5	-24	15	0.1
CCOC(=O)c1c(C)[nH]c(C)c1C(=O)COC(=O)c1nn(CC)c(=O)c2ccccc12	-6	1	-7	/	-0.3	25	-7	1.7
C/C(=N/NC(=O)CNC(=O)/C=C/c1ccccc1)c1ccco1	5	-8	/	-3	-2.6	29	-5	0.1
Cc1ccc(S(=O)(=O)N(C)C[C@@H]2Oc3ccc(NS(=O)(=O)c4c(C)noc4C)cc3C(=O)N([C@H](C)CO)C[C@H]2C)cc1	-5	0	2	0	-0.9	-4	5	-0.1
NNC(=O)CCCNc1ncc(C(F)(F)F)cc1Cl	-7	-13	-2	-8	2.8	-15	11	0.0
Cc1nnc(Cc2ccco2)c2n[nH]c(C)c12	-1	2	-9	/	-1.7	-6	1	0.6
COc1ccc(NC(=O)CN(C)CC(=O)N(C)C2(C#N)CCC(C)CC2)cc1 (stereo not drawn)	5	3	2	/	-0.4	-6	8	0.2
CNC[C@H]1Oc2cc(C#Cc3cccnc3)ccc2S(=O)(=O)N([C@H](C)CO)C[C@@H]1C	-3	-1	-7	1	1.0	6	/	-1.4
COC(=O)c1cccc(NC(=O)CSCc2ccccc2)c1	-1	4	-25	/	-0.5	6	-50	-0.1
CCOC(=O)COc1nc2ccc(Br)cc2c(-c2ccccc2)c1C(C)=O	4	1	8	-4	-1.4	8	13	0.1
CC(=O)N(C)C[C@H]1Oc2ncc(C#Cc3cccc(F)c3)cc2C(=O)N([C@H](C)CO)C[C@H]1C	-2	8	-4	-2	2.4	4	/	-0.8
N#CC[C@H](Cc1ccccc1)N1CCN(Cc2ccccc2)CCC1=O	-8	5	1	-4	-1.4	-5	16	0.2
CS(=O)(=O)Nc1ccc2c(c1)[C@H]1C[C@@H](CC(=O)N3CCc4ccccc4C3)O[C@H](CO)[C@H]1O2	2	6	-2	-9	-1.0	2	9	0.0
COc1ccc(CCC(=O)NC2CCC(C)CC2)cc1 (stereo not drawn)	6	0	-22	-2	1.3	77*	-14	0.3
C[C@@H]1CN([C@H](C)CO)C(=O)c2cc(NC(=O)c3ccccc3)ccc2O[C@@H](C)CCCCO[C@@H]1CN(C)C(=O)c1ccccc1	/	/	/	/	-1.0	-9	9	0.0

High-throughput results from PubChem.
